Compound activity as filed in PubChem BioAssay.
EBV gp42 inh: Epstein-Barr virus gp42 inhibitors, primary screen, biochemical, uHTS, fluorescence polarization | Glycoprotein 42 (Epstein-Barr virus (strain AG876)), Q1HVG2 | Fluorescence polarization binding assay, mP read-out | inhibition, % (tested at 21.74 µM) | 220,000 compounds, 0.42% hits | AID 1085, 2008; in the data active = inhibition above about 50%
Target sequence (Q1HVG2 whole entry, looked up): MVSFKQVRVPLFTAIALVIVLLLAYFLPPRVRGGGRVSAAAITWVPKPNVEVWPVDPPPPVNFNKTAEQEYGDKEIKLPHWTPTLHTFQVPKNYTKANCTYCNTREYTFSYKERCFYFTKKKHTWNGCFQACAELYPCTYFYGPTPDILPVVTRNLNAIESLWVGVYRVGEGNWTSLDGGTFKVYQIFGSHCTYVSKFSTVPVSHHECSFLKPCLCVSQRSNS
thrombin 1536: human alpha-thrombin inhibitors, primary screen, counter-screen for coagulation protease inhibitor project, biochemical, 1536-well, fluorogenic AMC substrate; Prothrombin (Homo sapiens), P00734; Boc-VPR-AMC fluorogenic substrate cleavage; inhibition, % at 5 µM; AID 1046, 2008; 220,000 compounds, 0.26% hits;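 active = inhibition at or above 40%; inactive = inhibition below 40%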;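 also: 0% = enzyme with no compound and 100% = wells without enzyme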
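Assay system: human alpha-thrombin enzyme. Reagent: Boc-VPR-AMC substrate, 15 µM final. Compound dosing: one concentration per compound, 5 µM, with 0.2% DMSO. Incubation: room-temperature reaction. Technique: AMC fluorescence, 355/460 nm. Measure: % inhibition relative to enzyme controls and enzyme-free blanks.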
TRPML3 agonist: human TRPML3 channel agonists, primary screen, cell-based, HEK293 TRPML3-YFP, Fluo-8 calcium fluorescence, 3 µM. 100% = the carbachol control signal. activation, % at 3 µM. 220,000 compounds, 0.29% hits. AID 1448, 2008;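 active = activation above its plate's cutoff, the mean activation of the plate's test wells plus 3 SD, cut at about 12% in these data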;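 also: 0% = DMSO only wells and 100% = carbachol wells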
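Test system: TRPML3-YFP stable HEK293 cells. Doses: single point at 3 µM. Incubation: dye loading 1 h 37 °C then 30 min ambient, 125 s read. Signal: Fluo-8 calcium dye fluorescence, ex 470-495, em 515-575 nm. Measure: percent activation from peak-to-basal fluorescence ratio, scaled between DMSO and carbachol.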
PPC-1+TRAIL kill: compounds killing PPC-1 cancer cells with TRAIL present, primary screen, TRAIL potentiator project, ATPLite luminescence, uHTS. PPC-1 cells + TRAIL, ATPLite viability luminescence. cell killing (% activity), % at 4 µM. 220,000 compounds, 0.41% hits. AID 1443, 2008;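 active = cell killing above 50% in the first pass at 4 µM, then a duplicate retest at 5 µM averaging 50% or more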;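 also: plate controls were cells with TRAIL plus DMSO for no effect and medium-only wells lacking cells for full effect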
zfTRPN1 agonist: zebrafish TRPN1 channel agonists, primary screen, cell-based, HEK293, calcium fluorescence. 220,000 compounds, 0.18% hits. transient receptor potential cation channel N1 (TRPN1/NompC), Danio rerio. AID 1424, 2008. HEK293 zebrafish TRPN1-YFP, Fluo-8 calcium fluorescence; 100% = response to 87 µM carbachol. activation, % at 3 µM;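 active = activation above its plate's cutoff, the mean activation of test wells on that plate plus 3 SD, cut at about 19% in these data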;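 also: 0% = DMSO alone and 100% = 87 µM carbachol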
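Material: zebrafish TRPN1-YFP in HEK293 cells; Doses: single test compound dose, 3 µM nominal, 0.3% DMSO; Timing: dye loading 1 h at 37 °C, then 30 min room temperature; Technique: intracellular calcium fluorescence with Fluo-8; Benchmarks: high carbachol 87 µM, low DMSO alone.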
m-calpain inh: inhibitors of pig calpain II, primary screen, biochemical, fluorogenic peptide substrate, 1536-well; AID 1236, 2008; inhibition, % at 16 µM; 220,000 compounds, 0.37% hits; purified calpain II, 30 min;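 active = inhibition above about 50%, limit read from the data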
KCC2 mod: KCC2 cotransporter modulators, thallium flux, primary screen, cell-based, HEK293 KCC2, FluoZin-2 fluorescence, MLSMR; Solute carrier family 12 member 5 (Homo sapiens), Q9H2X9; B-score of Tl+ flux slope (higher = more flux/activation; lower = inhibition) at 10 µM; KCC2 cells, thallium flux FluoZin-2 fluorescence; 190,000 compounds, 2.2% hits; AID 1456, 2008;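 active = thallium flux slope and its plate-corrected score both differing from the plate sample mean at a set confidence after two filtering rounds, in either direction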;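 also: slope of fluorescence scaled to starting intensity during 10 to 20 s after thallium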
Tb hexokinase: Trypanosoma brucei hexokinase 1 inhibitors, primary screen, biochemical, G6PDH-coupled NADH absorbance, MLSCN library; hexokinase 1 [Trypanosoma brucei]; recombinant TbHK1, G6PDH-coupled NADH A340; inhibition, % at 10 µM; 220,000 compounds, 0.11% hits; AID 1430, 2008;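 active = inhibition of 50% or more in the single-dose primary screen; inactive = inhibition below 50%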
Furin inhibitor: human furin inhibitors, primary screen, biochemical, fluorescence intensity; P09958; purified furin, fluorogenic substrate cleavage; inhibition, % at 30 µM; 220,000 compounds, 0.061% hits; AID 463115, 2010; in the data active = inhibition above about 25%; also: inactives centre near -15
Target sequence (P09958 108-714 limits assumed): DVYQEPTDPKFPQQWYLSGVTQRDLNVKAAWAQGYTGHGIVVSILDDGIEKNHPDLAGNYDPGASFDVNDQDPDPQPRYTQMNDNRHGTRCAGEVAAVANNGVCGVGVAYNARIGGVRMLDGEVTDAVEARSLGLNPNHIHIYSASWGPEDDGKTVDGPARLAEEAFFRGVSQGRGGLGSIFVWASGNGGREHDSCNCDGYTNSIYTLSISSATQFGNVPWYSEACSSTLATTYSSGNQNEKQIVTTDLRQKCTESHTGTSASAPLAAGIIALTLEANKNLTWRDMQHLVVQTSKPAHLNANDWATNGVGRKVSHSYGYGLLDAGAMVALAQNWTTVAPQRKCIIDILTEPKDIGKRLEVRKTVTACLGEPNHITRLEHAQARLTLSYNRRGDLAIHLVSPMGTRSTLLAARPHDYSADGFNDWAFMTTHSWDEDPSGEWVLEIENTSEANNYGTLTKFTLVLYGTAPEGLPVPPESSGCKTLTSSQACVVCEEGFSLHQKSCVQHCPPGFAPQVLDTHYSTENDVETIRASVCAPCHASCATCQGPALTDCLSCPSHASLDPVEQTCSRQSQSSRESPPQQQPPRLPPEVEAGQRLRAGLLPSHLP
Starred values were filed as active, the others as inactive; · = no result given; [ ] = remark or other dose.

SMILES | EBV gp42 inh | thrombin 1536 | TRPML3 agonist | PPC-1+TRAIL kill | zfTRPN1 agonist | m-calpain inh | KCC2 mod | Tb hexokinase | Furin inhibitor
Cc1cc(NC(=O)c2cc(-c3ccccc3)on2)n(-c2ccccc2)n1 | -6 | -4 | 0.5 | 17 | 0.8 | -55 | 0.071 | 2 | -16[20 µM]
O=C(CC1Oc2ccccc2NC1=O)NCCCN1CCOCC1 (stereo not drawn) | 7 | -6 | 0.2 | 1 | 0.5 | 3 | -0.0057 | -4 | -10
Cc1ccc2c(c1)N(CCCC(=O)NCCCN1CCCC1=O)C(=O)CO2 | -4 | 1 | 0.4 | 7 | -0.8 | 12 | -0.51 | 8 | 2
CCN(c1ccc(F)cc1)S(=O)(=O)c1ccc2[nH]cc(C(=O)NCCCN3CCOCC3)c(=O)c2c1 | -11 | -8 | 0.2 | 5 | 0.0 | -54 | 0.85 | -17 | -3
CCOc1ccc(C2c3[nH]c4ccccc4c3CCN2Cc2cn(CC)nc2C)cc1 (stereo not drawn) | 7 | -3 | 0.9 | 6 | 2.8 | -46 | · | -15 | -24
C=CCNC(=S)N/N=C/c1ccc(-c2cc(Cl)ccc2Cl)o1 | -20 | 1 | 0.3 | -20 | 0.2 | -229 | · | -17 | -5[20 µM]
COc1cccc(NC(=S)N2CCC(N(C)CC3CCCO3)CC2)c1 (stereo not drawn) | -7 | -1 | 0.5 | 24 | 1.0 | -2 | 0.071 | 28 | -10
Cc1cnnc2c1-c1nonc1CC2 | -5 | 1 | 0.8 | 30 | 0.6 | 6 | 1.8 | 1 | -25[20 µM]
COc1ccc(S(=O)(=O)Nc2c(C)n(C)n(-c3ccccc3)c2=O)cc1 | -35 | 6 | 0.3 | 40 | -1.1 | 20 | · | -5 | -28[20 µM]
Cc1ccnc2nc(C(=O)Nc3nc(-c4ccccn4)cs3)nn12 | 22 | -1 | 1.0 | -14 | 1.0 | -73 | -0.63 | -2 | -23
O=C(O)c1cc2ccccc2c2cc(Br)ccc12 | -10 | -2 | 0.1 | 0 | -1.6 | 0 | -1.5 | 4 | -11
Cc1ccc(S(=O)(=O)c2ccc(Cl)cc2)cc1S(=O)(=O)N(C)CC(=O)O | 2 | -6 | 0.1 | 14 | 1.6 | 27 | -0.28 | -4 | -12
O=C(Nc1ccc2ncccc2c1)Nc1ccc2ncccc2c1 | 5 | -2 | 1.4 | 24 | 5.0 | -40 | 0.29 | -15 | -25
Cn1cccc1CC(=O)NNC(=S)NC(=O)c1ccc(F)cc1 | -21 | -4 | -1.0 | 6 | -1.8 | 15 | 1.7 | -8 | -9
COCC(=O)Nc1ccccc1C#N | -4 | -1 | 0.0 | 11 | 1.0 | -19 | -0.25 | 3 | -7[20 µM]
O=S(=O)(c1ccc(-c2csc(Nc3ccc(F)cc3)n2)cc1)N1CCCC1 | 20 | -1 | 0.5 | -23 | 0.1 | 16 | 0.041 | 11 | -1
COc1ccc(S(=O)(=O)N2CCCC(C(=O)N3CCN(C)CC3)C2)cc1C (stereo not drawn) | -2 | 4 | 1.1 | 15 | -2.0 | -10 | 1.9 | -1 | -18[20 µM]
CCN(CC)C(=O)C1CCN(Cc2cccc(OCc3ccccc3)c2)CC1 | -8 | 2 | 0.5 | -11 | -0.9 | 0 | -0.28 | -8 | -31
CCOc1cc(NC(=S)NCc2ccco2)c(OCC)cc1NC(=O)CC(C)C | -9 | 1 | 0.7 | 21 | 0.9 | -3 | -0.58 | -2 | -17
S=C(NCCc1ccccc1)Nc1ccc(Nc2ccccc2)cc1 | -14 | -3 | 0.1 | -5 | -0.5 | 10 | -0.55 | -9 | -17
O=C(/C=C/c1ccc(-c2ccccc2[N+](=O)[O-])o1)c1ccc(Br)cc1 | -8 | 4 | 0.2 | -3 | 0.0 | -25 | 0.011 | -3 | -17[20 µM]
COc1ccccc1C(=O)NC(=O)OCCn1c(C)cnc1[N+](=O)[O-] | 3 | -7 | 0.2 | -11 | -0.2 | -9 | · | -15 | -9
CC(C)(C)CC(=O)Nc1nnc(-c2cccs2)s1 | -17 | -8 | 0.1 | 8 | 1.6 | -60 | 0.074 | -4 | -34
CCNC(=S)N(Cc1ccc2c(c1)OCO2)C1CC(=O)N(c2ccc(OC)cc2)C1=O (stereo not drawn) | -8 | -2 | 0.8 | 17 | 3.9 | -30 | · | -4 | 1[20 µM]
CC(=O)NCC(=O)N(c1ccccc1)C1(C(=O)NC2CCCCC2)CCCCC1 | -8 | 2 | 0.6 | 9 | -0.4 | -1 | · | 0 | -10
CC(=O)N1C(=S)NC(=O)/C1=C1/C(=O)N(CC(=O)Nc2cccc(C)c2)c2ccccc21 | 3 | -8 | 0.3 | 3 | -0.6 | -42 | 1.3 | -3 | -8
CC(C)Oc1cccc(C(=O)C2CCCN(Cc3ccc4nonc4c3)C2)c1 (stereo not drawn) | 11 | -6 | 0.5 | 6 | -1.3 | 13 | 0.0046 | 5 | -18
CCC1(C)N(O)C(C)(C)C(c2ccc(OC)cc2)=[N+]1[O-] (stereo not drawn) | -8 | 3 | 0.4 | 0 | 0.0 | 7 | · | 7 | -10
CCOC(=O)c1ccc2c(c1)nc(COc1ccc3ccccc3c1)n2CC | -7 | 3 | 0.5 | 1 | 3.8 | 6 | · | -2 | -19[20 µM]
CN1c2ccccc2C2(C)CCCC3=Cc4cc([N+](=O)[O-])cc([N+](=O)[O-])c4OC312 (stereo not drawn) | -18 | -6 | 0.4 | 15 | 0.2 | -2 | 0.15 | -5 | -19
CCSc1nnc(CSc2ncccn2)n1C | 0 | -4 | 0.8 | 24 | 0.7 | 16 | · | 7 | -19
CCn1c(COc2ccc(=O)n(-c3ccccc3)n2)nnc1SCc1ccccc1C | -18 | -6 | 0.0 | 6 | 1.0 | 19 | 0.62 | 0 | -22[20 µM]
CN1CCN(C(=O)c2c(NC(=O)c3ccco3)sc3c2CCC(C(C)(C)C)C3)CC1 (stereo not drawn) | -1 | -3 | 0.9 | 14 | 1.7 | -47 | · | -28 | -15
COc1ccc(C2c3c(ncn(CCN4CCOCC4)c3=N)Oc3ccc4ccccc4c32)cc1OC (stereo not drawn) | -15 | 2 | -0.6 | -23 | 3.7 | -8 | 1.9 | -6 | -9[20 µM]
CCOc1ccccc1NC(=O)Cn1nnc(C(=O)NCc2ccco2)c1N | -6 | -4 | 0.4 | 13 | -0.6 | 15 | 1.4 | 40 | -11
O=C1CSC(c2ccncc2)N1Cc1ccco1 (stereo not drawn) | -16 | -8 | 0.8 | 7 | 1.6 | -16 | · | 3 | -18
COc1ccc2nccc(/C=C/c3ccnc4ccc(OC)cc34)c2c1 | 1 | -8 | -0.1 | 23 | 0.3 | 17 | -0.17 | -33 | 3
COC(=O)CCC(=O)Nc1ccccc1C(N)=O | -5 | -4 | 1.0 | 8 | 0.0 | 5 | -0.00086 | 7 | -34
Cc1cccc(C(=O)Nc2ccnc(-c3ccncc3)n2)c1 | -3 | -6 | 1.1 | 17 | 1.3 | -6 | -0.12 | 2 | -26
CCOc1cc(/C=C2\C(=O)N(Cc3ccco3)C(C)=C2C(=O)OC)ccc1O | -10 | -2 | 0.2 | 16 | -0.3 | -14 | -0.37 | -4 | -20

Whole records from above. Values in the order: EBV gp42 inh | thrombin 1536 | TRPML3 agonist | PPC-1+TRAIL kill | zfTRPN1 agonist | m-calpain inh | KCC2 mod | Tb hexokinase | Furin inhibitor
CC(C)(C)CC(=O)Nc1nnc(-c2cccs2)s1 across the screens: -17 | -8 | 0.1 | 8 | 1.6 | -60 | 0.074 | -4 | -34
Cc1cccc(C(=O)Nc2ccnc(-c3ccncc3)n2)c1 across the screens: -3 | -6 | 1.1 | 17 | 1.3 | -6 | -0.12 | 2 | -26
CCN(c1ccc(F)cc1)S(=O)(=O)c1ccc2[nH]cc(C(=O)NCCCN3CCOCC3)c(=O)c2c1 across the screens: -11 | -8 | 0.2 | 5 | 0.0 | -54 | 0.85 | -17 | -3
CCOC(=O)c1ccc2c(c1)nc(COc1ccc3ccccc3c1)n2CC across the screens: -7 | 3 | 0.5 | 1 | 3.8 | 6 | · | -2 | -19[20 µM]
COc1ccc2nccc(/C=C/c3ccnc4ccc(OC)cc34)c2c1 across the screens: 1 | -8 | -0.1 | 23 | 0.3 | 17 | -0.17 | -33 | 3

The listing continues:
SMILES | EBV gp42 inh | thrombin 1536 | TRPML3 agonist | PPC-1+TRAIL kill | zfTRPN1 agonist | m-calpain inh | KCC2 mod | Tb hexokinase | Furin inhibitor
CNC(=S)NNC(=O)c1cccn(Cc2ccc(Cl)c(Cl)c2)c1=O | -7 | 2 | 1.0 | 22 | 1.1 | -29 | -0.85 | -20 | -12[20 µM]
Cc1ccc(Nc2oc(C)nc2C#N)cc1 | -23 | -4 | -1.0 | 9 | -1.2 | -37 | · | 2 | -24
Cc1cc(C)c2[nH]c(=O)c(CN(Cc3ccco3)C(=O)C3CCCO3)cc2c1 (stereo not drawn) | -12 | 1 | -0.1 | -13 | 0.0 | -42 | 0.57 | -5 | -15
COc1cc([N+](=O)[O-])cc(/C=N/NC(=O)c2ccc(NC(=O)c3ccc(C)cc3)cc2)c1O | -10 | 1 | 0.6 | 17 | -0.5 | -89 | 0.7 | -16 | -6
Cc1ccc(C)c(OCCCC(=O)O)c1 | -36 | 1 | 0.1 | 24 | -0.6 | -10 | · | 1 | -1[20 µM]
CCNc1nc(NCC)nc(OCCOC(=O)c2ccccc2)n1 | -30 | 4 | 0.0 | 11 | -0.9 | -18 | -0.21 | 3 | -8
CCCn1c(SCC(=O)Nc2ccc3c(c2)OCCO3)nnc1-c1ccco1 | -5 | -9 | -0.7 | -1 | -0.9 | -4 | -0.04 | 4 | -12[20 µM]
COc1cc(/C=C/C(=O)OCC(=O)NCC2CCCO2)ccc1OCC#N (stereo not drawn) | -5 | 30 | 0.2 | 7 | 0.5 | -17 | 0.85 | -18 | -7
CCCCn1nnnc1SCC(=O)Nc1sc2c(c1C#N)CCCC2 | -4 | 4 | 0.5 | -4 | 0.3 | 10 | -0.21 | 4 | -2
Cc1ccnc(Sc2ccc([N+](=O)[O-])cn2)n1 | -5 | -3 | 0.5 | -18 | 1.7 | -12 | · | -21 | -18
CC(/C=C1\SC(=S)N(CCCC(=O)Nc2ccc(C(=O)O)c(O)c2)C1=O)=C\c1ccccc1 | 15 | 9 | -1.0 | 17 | -1.0 | 25 | -4.7* | -2 | -7
O=C(O)c1csc(-n2nc(-c3ccccc3)cc2C(F)(F)F)n1 | -7 | -5 | 0.3 | 15 | -0.7 | -34 | · | -4 | -25
